# Mito fusion yeast: mitochondrial division inhibition or fusion activation | S. cerevisiae fusion-defective mutant growth rescue, CellTiterGlo 48 h | Potency, µM (doses to about 46.1 µM), for inactives: top-dose growth rescue (activation), actives largely listed as activators | 320,000 tested, 0.23% active | AID 485298;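 note: potency is the fitted concentration of half-maximal effect; % of control where 0% means no effect; nearly all actives have a fitted effect of over 45% in size; temperature-sensitive fusion mutants such as fzo1-1 at 37 °C on non-fermentable ethanol glycerol medium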
#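 Yeast fusion mutant, YPEG (non-fermentable carbon), compound, 48 h at 37C non-permissive; CellTiterGlo added, 10 min RT, luminescence read. Rescued growth = division inhibition.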
# S-ASM inh: human S-ASM enzyme inhibition; placental ASM, HMU-PC fluorogenic substrate, 60 min; Potency, µM (doses to about 57.5 µM), for inactives: at the top dose activity change, negative = inhibition, actives largely listed as inhibitors; P17405; 340,000 tested, 0.006% active; note: potency is the fitted concentration of half-maximal effect
# Target sequence (P17405 47-631 limits assumed): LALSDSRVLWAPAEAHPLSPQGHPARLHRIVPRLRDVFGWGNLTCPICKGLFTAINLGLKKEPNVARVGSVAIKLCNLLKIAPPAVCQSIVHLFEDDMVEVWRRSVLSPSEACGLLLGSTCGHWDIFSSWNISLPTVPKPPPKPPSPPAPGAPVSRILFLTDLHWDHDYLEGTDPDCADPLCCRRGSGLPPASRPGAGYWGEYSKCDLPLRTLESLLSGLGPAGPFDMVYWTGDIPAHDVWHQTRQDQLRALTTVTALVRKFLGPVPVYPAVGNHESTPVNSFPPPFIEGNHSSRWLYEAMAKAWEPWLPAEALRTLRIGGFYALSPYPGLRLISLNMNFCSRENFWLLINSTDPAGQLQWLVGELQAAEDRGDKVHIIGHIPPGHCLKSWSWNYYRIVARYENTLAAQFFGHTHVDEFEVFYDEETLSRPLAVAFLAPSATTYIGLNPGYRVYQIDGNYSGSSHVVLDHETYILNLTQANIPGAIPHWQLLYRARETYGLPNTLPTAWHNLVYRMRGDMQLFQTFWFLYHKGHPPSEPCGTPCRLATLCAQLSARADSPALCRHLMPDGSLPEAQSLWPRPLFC
#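 Fluorescence read-out (Ex 386 nm, Em 447 nm) after stopping the reaction at pH 10. Enzyme: ASM from human placenta; substrate HMU-PC0, 9 uM final; 60 min, 37 °C. Compound preincubation 10 min, ambient temperature.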
# A-T KAP1 phos: potential ataxia-telangiectasia treatments restoring KAP-1 phosphorylation; […] A-T fibroblasts, KAP-1 phosphorylation AlphaLISA; neocarzinostatin DNA damage 30 min before lysis; Potency, µM (titrated, usually from 57.5 µM), inactives show at the highest dose activation, actives largely listed as activators; 320,000 tested, 0.19% active; note: potency is the fitted concentration of half-maximal effect; % of control where 0% means no effect; nearly all actives have a fitted effect of over 45% in size
#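 hTERT-immortalized A-T patient fibroblasts ([…]), 500 cells/well in OPTI-MEM, 1% FBS, got compounds for 60 min, then NCS for 30 min at 37C. Lysates were then assayed for phospho-KAP-1 by AlphaLISA (anti-pKAP1 donor, anti-KAP1 acceptor beads), 6 hr at 25C.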
# TSHR antagonist: blocks TSH signaling through the human TSH receptor | AID 504810 | TSHR-expressing cells, TSH-stimulated cAMP HTRF, 2 h; hits give low values | 330,000 tested, 0.2% active | activity change, negative = inhibition, % at 11.5 µM;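 active = activity change below a set negative limit, meaning inhibition stronger than a set level, cut at about -70% in these data; inconclusive = activity change between two set negative limits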; note: % is set by controls: 0 for no effect and ±100 for the full control effect
#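 Read-out is FRET at 665 nm (cryptate excitation 337 nm) from a cryptate-tagged anti-cAMP antibody, competed by cell cAMP against cAMP-d2. Compounds are tested on freshly harvested TSHR cells challenged with 4nM TSH (EC80) for 2 hours at 37 deg C.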
# TCR activator: activates T cell receptor signaling | primary human leukocytes, anti-CD3, IL-2 HTRF, 48 h | Potency, µM (doses to about 9.22 µM), without a hit: at the highest dose activation of IL-2 secretion, usual class: activators | 330,000 tested, under 10 active | AID 504894; note: % of control where 0% means no effect
#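 Using a-CD3 beads without co-stimulation, primary human leukocytes were exposed to compounds for 48 hr. An HTRF IL-2 kit measured the cytokine, with europium-to-d2 energy transfer producing emission at 665nm upon 320nm excitation.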
# ELG1 repair inh: ELG1-dependent DNA repair inhibition | HEK293T ELG1-luciferase reporter, luminescence, 16 h; DNA damage induced by 5-fluorouridine | Potency, µM (top dose mostly 46.1 µM), without a hit: at the top dose activity change, negative = inhibition, usual class: inhibitors | 330,000 tested, 2.3% active; note: potency is the fitted concentration of half-maximal effect; % is set by controls: 0 for no effect and ±100 for the full control effect; nearly all actives have a fitted effect of over 55% in size
#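 Quantitative HTS, concentration-response format. 2,000 cells/well co-treated with 5-fluorouridine and compound, 16 hr in 5% CO2 at 37 °C; ONE-Glo luminescence read after 30 min.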
# Eya2 inh: inhibitors of human Eya2 phosphatase activity; O00167; recombinant Eya2, OMFP fluorescence dephosphorylation (OMFP is methylfluorescein phosphate); Potency, µM (highest dose often 76.9 µM), without a hit: at the top dose activity, negative = inhibition, actives largely listed as inhibitors; 330,000 tested, 0.006% active; note: potency is the fitted concentration of half-maximal effect; % is set by controls: 0 for no effect and ±100 for the full control effect
#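 Eya2 protein (added as 0.2 uM solution) was preincubated with compound for 10 min at ambient temperature in 50 mM HEPES pH 7.5, 50 mM NaCl, 5 uM MgCl2, 0.05% BSA, 1 mM DTT. OMFP (added at 50 uM) then reacted 10 min; fluorescence read at 485/525 nm.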
# Integrin act MD: activators of alpha7 integrin expression for muscular dystrophy; alpha7betagal myoblasts, beta-gal FDG fluorescence, 48 h; Potency, µM (doses to about 38.3 µM), for the others: at the highest dose activation, most hits filed as activators; 350,000 tested, 0.064% active; AID 624291;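 note: potency is the fitted concentration of half-maximal effect; 100% = response of the positive control SU9516; nearly all actives have a fitted effect of over 60% in size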
#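 alpha7betagal+/- myoblasts (passage 13, 250/well) treated 48 h at 37C with compounds at 1:260 dilution of DMSO stock. Lysed, then beta-galactosidase activity read as FDG fluorescence (ex 480/em 540) after 30 min, with pre-read for autofluorescence.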
# Tb PFK block: inhibitors of T. brucei phosphofructokinase. T. brucei PFK, ADP-Glo luminescence. 330,000 tested, 0.17% active. O15648. Potency, µM (series often up to 57.5 µM), inactives show top-dose activity, negative = inhibition, actives largely listed as inhibitors;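 note: potency is the fitted concentration of half-maximal effect; 0% = uninhibited 1x PFK enzyme wells and -100% = no-enzyme wells; nearly all actives have a fitted effect of over 60% in size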
#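 Activity is normalized to no-enzyme wells (full inhibition) and 1.25 nM enzyme wells (no inhibition). Reaction: 0.5 mM F6P, 0.1 mM ATP, 45 min RT, ADP-Glo luminescence; concentration-response curves fitted and classed by quality.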
# BCR signal inh: inhibitors of chronic active B-cell receptor signaling; ABC-DLBCL IkBa-CBG/CBR reporter, luminescence ratio, 4 h; Potency, µM (series often up to 46.1 µM), for the others: at the highest dose ratio change, negative = lower green/red ratio, actives largely listed as inhibitors; 340,000 tested, 0.05% active; active = well fitted inhibition curve with a large enough effect in the signal ratio, with a control signal flat, not every such curve was filed as active; inconclusive = small, poorly fitted or top-dose-only effect, or effect the other way, or a change in a side signal; the % refers to the signal ratio;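 note: potency is the fitted concentration of half-maximal effect; plate controls were basal doxycycline-induced cells for no effect and cells given 10 µM MG132 for full effect; MG132 reads +100%, hits lower the ratio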
#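 Compounds up to 46 uM were incubated four hours with TMD8 cells whose green CBG68 luciferase is fused to IkappaBalpha; red CBR luminescence normalised the signal, and concentration-effect curves were fitted to fusion, red and ratio data.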
# TSG101-PTAP inh: blocks PTAP/TSG101 interaction to inhibit HIV-1 budding; Potency, µM (series often up to 115 µM), for inactives: at the highest dose activity change, negative = inhibition, most hits filed as inhibitors; 340,000 tested, under 10 active; Fluorescence polarization, FITC-PTAP peptide / Tsg101 binding; Q99816; active = well fitted inhibition curve with a large enough effect in the main read-out, with a control signal flat, not every such curve was filed as active; inconclusive = small, poorly fitted or top-dose-only effect, or effect the other way, or a change in a side signal; inactive = no such curve, though single readings can be large or run the other way; note: potency is the fitted concentration of half-maximal effect; % of control where 0% means no effect
# Target sequence (Q99816 whole entry, looked up): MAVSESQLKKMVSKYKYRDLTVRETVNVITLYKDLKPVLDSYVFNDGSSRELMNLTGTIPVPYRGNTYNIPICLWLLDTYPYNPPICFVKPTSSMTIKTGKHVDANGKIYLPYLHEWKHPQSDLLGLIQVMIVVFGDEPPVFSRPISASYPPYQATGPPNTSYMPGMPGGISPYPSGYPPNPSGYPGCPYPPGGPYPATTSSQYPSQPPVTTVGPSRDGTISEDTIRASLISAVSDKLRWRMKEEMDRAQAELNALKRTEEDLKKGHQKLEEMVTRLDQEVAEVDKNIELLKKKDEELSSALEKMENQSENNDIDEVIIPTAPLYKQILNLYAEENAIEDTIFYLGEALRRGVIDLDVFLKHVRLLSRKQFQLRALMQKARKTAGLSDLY
#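 Fluorescence polarization binding of Tsg101 binding domain (10 uM final) to FITC-labeled PTAP peptide (50 nM final) in HEPES pH 7.5 buffer with NaCl, Tween 20, EDTA, TCEP. Compounds added before peptide; binding 20 min at RT.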
# * hit, by the source's call; ? = inconclusive; nt = no result given; & = joins results of further samples; [ ] = dose if it differs, or a comment. Unless noted, calls come from the whole dose curve; as a rule, active = well fitted curve in the direction sought with a large enough effect; inconclusive = small, poorly fitted or top-dose-only effect, or another doubt; inactive = no such curve, though single readings can be large; an effect the other way counts as inactive or inconclusive.
Structure	Mito fusion yeast	S-ASM inh	A-T KAP1 phos	TSHR antagonist	TCR activator	ELG1 repair inh	Eya2 inh	Integrin act MD	Tb PFK block	BCR signal inh	TSG101-PTAP inh
CCOc1ccccc1C(=O)Nc1cc(C(=O)NCCc2ccccc2)ccc1Cl	0%	-7%	0%	-5	0%	16%	-7%	6%	-1%	?	0%
COc1ccc(CN2C(=O)CS/C2=N/N=C/c2ccccc2)cc1	-2%	-11%	-2%	-14	3%	22%	-5%	42%	1%	5%	2%
O=C(O)CCC(=O)CCC(=O)c1ccc(Cl)cc1	1%	4%	nt	-11	-16%	0%	2%	1%	1%	?	-1%
CC1(c2ccccc2)O[C@@H]2C[C@H]3[C@@H]4CCC5=CC(=O)C=C[C@]5(C)[C@@]4(F)[C@@H](O)C[C@]3(C)[C@]2(C(=O)CO)O1 (some centres not stated)	2%	-1%	9%	-4	-7%	0%	10%	-3%	1%	-7%	-3%
COCCN=C1Sc2nc3cc4c(cc3cc2CN1CC1CCCO1)OCO4 (configuration not stated)	-5%	3%	4%[11.5 µM]	16	2%	-4%	6%	-15%	0%	4%	-3%
Cc1cccc(NS(=O)(=O)c2nnc(NC(=O)C3CCCCC3)s2)c1	-4%	0%	3%	-20	-4%	-4%	8%	-12%	-2%	-15%	0%
C=CCNc1nc2ccccc2nc1NS(=O)(=O)c1cccs1	12%	1%	0%	12	4%	-11%	-14%	-4%	-4%	?	-10%
COc1ccc(C(=O)COc2ccccc2C(N)=O)cc1	-5%	-2%	4%	0	-7%	-11%	8%	5%	2%	1%	1%
O=C(C1CCCCC1)N1CCN(c2ncccn2)CC1	0%	3%	-3%	4	5%	1%	14%	-1%	-1%	?	-1%
CCN(CC)S(=O)(=O)c1ccc(N2CCOCC2)c(NC(=O)c2ccc(=O)n(C)n2)c1	-2%	1%	-9%	195	-3%	10%	-4%	5%	-2%	5%	-7%
O=S(=O)(c1cccc(S(=O)(=O)N2CCC(Cc3ccccc3)CC2)c1)N1CCOCC1	9%	-6%	2%	-13	4%[46.1 µM]	-13%	-1%	23%	-1%	11%	-7%
CN(NS(=O)(=O)c1cccs1)c1ncc(C(F)(F)F)cc1Cl	-11%	-2%	5%	-4	-2%	-1%	1%	6%	4%	3%	-3%
COCC1CCN(C(=O)C2CCC(=O)N(Cc3cccc(F)c3)C2)CC1 (configuration not stated)	0%	-1%	5%	0	0%	2%	-9%	16%	2%	2%	-1%
C=CCN1C(=O)CSc2ccc(C(=O)NC(C)c3ccccc3)cc21 (configuration not stated)	2%	3%	6%	-3	-67%	11%	17%	-24%	2%	0%	0%
O=C(C1CC1)N1CCc2cc(S(=O)(=O)N3CCCc4ccccc43)ccc21	2%	-1%	5%	-7	0%	-9%	11%	-22%	0%	5%	-7%
O=C1C(Cc2ccccc2)Nc2ncnc(N3CCOCC3)c2N1Cc1ccccc1 (configuration not stated)	nt	3%	0%	1	-3%	0%	9%	-13%	-1%	0%	0%
CCN(CC(=O)Nc1c(F)cccc1F)C(=O)Cn1c(=O)cnc2ccccc21	-1%	0%	5%	-6	9%	19%	-4%	-1%	22%	-2%	-2%
CCOC(=O)C1CCCN(CCCc2ccccc2)C1 (configuration not stated)	2%&0%	5%&7%	6%&0%	-5&-10	1%	6%&0%	11%&6%	-1%&17%	-1%&0%	6%&4%	-2%&-10%
COc1ccc2c3c(c(=O)oc2c1OCC(=O)O)CCCC3	-5%	0%	-7%	12	-3%[46.1 µM]	-5%	-7%	21%	9%	4%	-3%
Cc1cc(C)n(-c2nnc(NC(C)(C)C)nn2)n1	-6%	-2%	-6%	-1	-2%	?	-12%	14%	5%	-1%	-1%
CCC(C)C(NC(=O)c1ccccc1NC(=O)c1ccc(OC)cc1)C(=O)NCCCn1ccnc1 (configuration not stated)	-2%	1%	-13%	20	5%	5%	-4%	-5%	-11%	11%	0%
C=CCNC(=O)N1c2ccccc2Sc2ccccc21	-2%	0%	0%	-8	5%	-2%	8%	16%	3%	-1%	-4%
COc1cc(C2NC(=O)NC(C)=C2C(=O)NCc2ccccc2)c(Cl)cc1O (configuration not stated)	2%	2%	-9%	9	4%	6%	10%	16%	-10%	1%	-2%
CCOC(=O)c1[nH]c(C)c(CCC(=O)O)c1C	-2%&-1%	-2%&5%	-8%&5%	5&13	7%&6%	11%&5%	2%&6%	-3%	0%&0%	0%&-10%	-1%&-1%
CC(OC(=O)c1cnccn1)C(=O)Nc1nc(-c2cccc([N+](=O)[O-])c2)cs1 (configuration not stated)	3%	-8%	3%	-8	nt	?	1%	-9%	-16%	8%	-4%
CC(C)N1CCc2c(sc(NC(=O)Cc3ccccc3)c2C#N)C1	3%	190%[activator]	4%	-9	0%	2%	10%	12%	1%	-7%	-2%
CCc1ccc(-c2csc3ncn(CC)c(=O)c23)cc1	22%	0%	3%	-8	1%	-4%	2%	-7%	0%	3%	-3%
Cc1ccc(Nc2nc(N)c([N+](=O)[O-])c(N3CCC(C)CC3)n2)cc1C	-27%	-18%	32µM*	0	-1%[46.1 µM]	?	1%	-14%	-7%	?	-1%
O=C(COC(=O)c1cc([N+](=O)[O-])ccc1N1CCOCC1)NC1CCS(=O)(=O)C1 (configuration not stated)	2%	-2%	1%	2	0%	24%	-12%	10%	-1%	0%	-1%
COc1ccc(OC)c(N=C(N)N=C(N)N)c1	2%	-2%	-1%	0	-4%	7%	-22%	-43%	0%	3%	-2%
COc1ccc(C=O)cc1CN1C(=O)c2ccccc2C1=O	1%	3%	7%	13	-3%	-9%	-1%	-29%	0%	-19%	-4%
Cc1ccccc1N(C(=O)c1ccccn1)C(C(=O)NCc1ccccc1)c1ccncc1 (configuration not stated)	-6%	-3%	-10%	26	-9%	3%	5%	-35%	-4%	-9%	-2%
Cc1ccnc(NC(=O)C2CCN(S(=O)(=O)c3ccc4ccccc4c3)CC2)c1	24%	-4%	-3%	24	-2%	1%	1%	6%	0%	2%	-3%
CN(C)CCCNC(=O)C[C@H]1C[C@H](C(=O)N2CCCCC2)[C@@]2(C)c3[nH]c4cc(-c5ccco5)ccc4c3CCN2C1=O	nt	17%	8%	1	5%[46.1 µM]	15%	6%	-43%	3%	-18%	-8%
C/C(CC(=O)Nc1cccnc1)=N\NC(=O)C(=O)NC(C)C	0%	1%	-6%	2	-8%	?	-2%	45%	-5%	?	-1%
O=c1[nH][nH]c(=S)n1C1CCCCC1	0%	6%	3%	-6	-1%	23%	-16%	19%	13%	-1%	-4%
COc1cc(OC)c(NC(=O)CN(C)S(=O)(=O)c2ccc(-c3ccc(=O)[nH]n3)s2)cc1Cl	?	180%	-4%	1	-1%	6.5µM*	-6%	31%	-1%	6%	2%
CCc1ccc(CNC(=O)CCCC(=O)n2nc(C)c3ccccc32)cc1	1%	-3%	3%	3	-5%	1%	-10%	25%	-9%	1%	-1%
COc1ccc(N2CCN(C(=O)c3sc4nc(-c5ccc(F)cc5)cn4c3C)CC2)cc1	1%	0%	3%	12	0%	8%	18%	10%	-20%	?	1%
COn1c(C)c(C)c2c3nonc3ccc21	5%	34%	0%	5	-4%	0%	3%	-10%	5%	-3%	0%
C=CCOn1c(=O)c(-c2ccc(Cl)cc2)[n+]([O-])c2ccccc21	6%	5%	1%	-1	1%	-3%	?	-7%	1%	7%	0%

# Source: PubChem BioAssay (National Center for Advancing Translational Sciences (NCATS))
